Screening data (PubChem)
NS3 helicase inh – inhibitors of Hepatitis C virus NS3 helicase; NS3 helicase DNA unwinding, Cy5 molecular beacon fluorescence; inhibition, % at 10.9 µM; 290,000 tested, 0.56% active; AID 1800;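 active = inhibition above the mean of all tested compounds plus 3 SD, set per campaign, cut at about 35% in these data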;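 also: 0% = DMSO wells and 100% = thioflavine S control wells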
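Control set: DMSO versus 110 µM thioflavine S; Material: NS3 helicase fragment of HCV; Measured by: Cy5 fluorescence at 0 and 60 min, beacon hairpin quenching; Read-out basis: percent inhibition from t60/t0 fluorescence ratio; Times: reaction time 60 min, 25 °C; Repeats: single replicate; Compound dosing: single dose, 10.9 µM nominal final, DMSO 0.8% final.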
SUMO HTRF inh – SUMOylation inhibition. 290,000 tested, 0.36% active. P63279. inhibition, % at 35 µM. HTRF SUMOylation assay, SAE1/SAE2 + UBC9, in vitro; in the data active = inhibition above about 50%, passing the limit was not always enough; also: strong numbers were not always called active
M18AAP inhibitor – PfM18AAP enzyme inhibition; recombinant PfM18AAP, H-Glu-NHMec fluorogenic cleavage; inhibition, % at 7.35 µM; 290,000 tested, 1.2% active;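 active = inhibition above the campaign mean inhibition over all tested compounds plus 3 SD, cut at about 28% in these data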;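 also: 0% = plate median of test compound wells and 100% = 2 mM ZnCl2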
IDE cell inh – inhibitors of human insulin-degrading enzyme in cells; P14735; inhibition, % at 5.59 µM; HEK cells, FAbetaB cleavage, fluorescence polarization; AID 434962; 320,000 tested, 0.41% active;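 active = percent inhibition above the average of all tested compounds plus 3 SD, set per screening campaign, cut at about 16% in these data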;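 also: IDE supplied by intact live HEK cells; FP after avidin binding of uncleaved biotin substrate so inhibition keeps polarization high; 0% = DMSO wells and 100% = 60 µM reference IDE inhibitor Ii1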
VIM-2 inhibitor – inhibitors of Pseudomonas aeruginosa VIM-2 metallo-beta-lactamase. inhibition, % at 5.6 µM. 290,000 tested, 0.89% active. AID 1527. purified VIM-2, nitrocefin hydrolysis, epi-absorbance fluorescence;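 active = inhibition above the mean of all tested compounds plus 3 SD, cutoff set per screening run, cut at about 7.5% in these data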;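 also: red hydrolysis product quenches plate fluorescence so inhibitors raise well fluorescence; 0% = enzyme with DMSO and 100% = DMSO without enzyme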
DNA FID counter – counter-screen for HCV NS3 helicase inhibitors: DNA intercalator displacement. DNA fluorescent intercalator displacement, fluorescence. inhibition, % at 7.9 µM. 290,000 tested, 0.17% active. AID 1845; in the data active = inhibition above about 37%;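 also: 0% = vehicle and 100% = reference compound; higher means more ethidium bromide displaced from hairpin DNA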
IDE act – activators of human insulin-degrading enzyme in cells. P14735. HEK cells, FAbeta-B cleavage, fluorescence polarization; 0% vehicle, 100% cell-free pure enzyme wells. activation, % at 5.96 µM. 340,000 tested, 0.073% active. AID 493087;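 active = activation above the mean of all tested compounds plus 3 SD, set per screening campaign, cut at about 17% in these data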
IMP-1 inhibitor – inhibitors of Pseudomonas aeruginosa IMP-1 metallo-beta-lactamase; purified IMP-1, nitrocefin hydrolysis, epi-absorbance fluorescence; 290,000 tested, 0.45% active; inhibition, % at 5.6 µM;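 active = inhibition above the mean plus 3 SD of all compounds in the same screening run, cut at about 4.5% in these data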;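 also: 0% = IMP-1 with DMSO and 100% = DMSO wells lacking enzyme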
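System: purified IMP-1 / Input: IMP-1 dispensed at 0.2 nM / Medium: 50 mM HEPES pH 7.1, 50 µM ZnSO4, 0.05% Brij 35 / Timing: 15 min enzyme–compound preincubation, then 25 min nitrocefin reaction, 25 °C / Technique: plate fluorescence quenching by hydrolysis product, ex 480/em 530 nm / Repeats: singlicate testing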
pCIP destab – compounds decreasing mouse p/CIP protein stability; F442A p/CIP-EGFP cells, EGFP fluorescence, 16 h; 290,000 tested, 0.01% active; Q05BA5; decrease of EGFP signal, % at 10 µM;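 active = EGFP signal decrease of at least 30% at 10 µM or well 3 SD below plate mean, unless failing retest; inactive = the rest, including hits failing retest or dose response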; also: some compounds called inactive have numbers as strong as hits; many of its hits are not listed in these tables
Target sequence (Q05BA5 1-1403): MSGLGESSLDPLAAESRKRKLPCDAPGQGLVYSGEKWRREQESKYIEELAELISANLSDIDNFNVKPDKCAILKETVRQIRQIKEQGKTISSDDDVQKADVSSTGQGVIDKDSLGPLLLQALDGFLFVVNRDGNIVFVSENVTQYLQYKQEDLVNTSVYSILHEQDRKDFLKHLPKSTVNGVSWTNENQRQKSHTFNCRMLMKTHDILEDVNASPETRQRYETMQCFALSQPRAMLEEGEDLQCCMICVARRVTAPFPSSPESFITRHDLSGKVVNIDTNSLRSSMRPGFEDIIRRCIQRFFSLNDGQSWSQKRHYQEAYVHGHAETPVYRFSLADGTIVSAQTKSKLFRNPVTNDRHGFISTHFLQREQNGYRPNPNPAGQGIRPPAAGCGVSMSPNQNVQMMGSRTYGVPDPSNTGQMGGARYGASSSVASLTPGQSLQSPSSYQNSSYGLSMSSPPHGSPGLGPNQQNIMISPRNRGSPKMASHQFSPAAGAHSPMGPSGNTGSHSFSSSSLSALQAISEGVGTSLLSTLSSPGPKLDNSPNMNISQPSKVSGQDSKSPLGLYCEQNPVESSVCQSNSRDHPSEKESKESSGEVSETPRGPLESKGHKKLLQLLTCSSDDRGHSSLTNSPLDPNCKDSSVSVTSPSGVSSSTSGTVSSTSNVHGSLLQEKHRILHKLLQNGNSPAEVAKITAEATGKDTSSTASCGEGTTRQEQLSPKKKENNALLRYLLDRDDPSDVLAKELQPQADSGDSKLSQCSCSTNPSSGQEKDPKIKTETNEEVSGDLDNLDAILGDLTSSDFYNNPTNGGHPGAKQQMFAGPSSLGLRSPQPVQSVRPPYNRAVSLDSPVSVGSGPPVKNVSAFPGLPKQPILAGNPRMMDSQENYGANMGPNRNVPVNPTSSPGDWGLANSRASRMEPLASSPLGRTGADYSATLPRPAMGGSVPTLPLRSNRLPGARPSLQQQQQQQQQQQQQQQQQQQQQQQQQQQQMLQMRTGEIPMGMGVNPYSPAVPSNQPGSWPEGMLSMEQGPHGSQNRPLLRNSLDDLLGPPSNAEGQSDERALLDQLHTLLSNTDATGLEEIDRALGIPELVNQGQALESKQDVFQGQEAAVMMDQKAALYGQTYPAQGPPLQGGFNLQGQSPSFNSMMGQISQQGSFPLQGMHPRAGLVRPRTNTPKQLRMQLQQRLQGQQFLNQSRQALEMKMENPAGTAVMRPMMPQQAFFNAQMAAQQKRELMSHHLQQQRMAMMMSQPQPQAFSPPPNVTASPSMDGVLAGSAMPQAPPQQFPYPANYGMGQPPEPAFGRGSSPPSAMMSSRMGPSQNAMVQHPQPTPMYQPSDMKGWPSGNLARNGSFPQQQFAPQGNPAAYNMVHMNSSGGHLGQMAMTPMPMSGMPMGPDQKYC
* hit, by the source's call.

nr	compound	NS3 helicase inh	SUMO HTRF inh	M18AAP inhibitor	IDE cell inh	VIM-2 inhibitor	DNA FID counter	IDE act	IMP-1 inhibitor	pCIP destab
1	O=C(CC(c1ccccc1)c1ccccc1)NCCOCc1ccccc1	-4	-11	-4	-1	-0.6	-42	3	-1.0	15
2	COc1ccc(CNC(=O)COc2cc3c(c4oc(=O)cc(C)c24)CCC(C)(C)O3)cc1OC	-22	6	4	-2	-1.6	-43	3	-3.0	-13
3	CC(C)Cn1c(Cc2ccccc2)n[nH]c1=S	1	-7	14	3	-3.1	-10	-8	-4.7	-15
4	CCC1CSC(=Nc2ccc(C)cc2)N1C(=O)CN1C(=O)NC2(CCCC2)C1=O (stereo not given)	-20	-22	1	1	-0.5	-31	-1	-2.6	1
5	Cc1ccc(C(=O)NC2(C(F)(F)F)N=C3SCCN3C2=O)cc1 (stereo not given)	-2	8	2	2	-3.8	-7	4	1.1	-11
6	CC(=O)NC1C(=O)N=C(SCc2ccccc2)NC1=O (stereo not given)	-13	7	9	-3	1.2	0	4	-1.5	-8
7	Cc1cccc(NC(=O)c2ccc(F)c(S(=O)(=O)NCc3ccco3)c2)c1	15	-8	18	1	-4.2	-32	1	-1.2	-10
8	CC(=O)/C(=N/Nc1ccccc1)N1CCOCC1	2	6	4	0	0.8	2	-6	-1.8	-6

Next part:
nr	compound	NS3 helicase inh	SUMO HTRF inh	M18AAP inhibitor	IDE cell inh	VIM-2 inhibitor	DNA FID counter	IDE act	IMP-1 inhibitor	pCIP destab
9	C=CCOc1ccc2c(OC)c3ccoc3nc2c1OC	1	13	0	1	-2.5	-13	6	-4.8	-17
10	O=C(Nc1nccs1)c1ccc(NC(=O)c2ccco2)cc1	-2	15	1	0	-2.8	-6	4	-1.4	3
11	COc1ccccc1-c1nc(C(F)(F)F)c(OC)o1	-6	-11	-15	3	-3.1	-2	4	-5.7	-5
12	COc1cccc(CN2CCN(Cc3nc(-c4cccs4)oc3C)CC2CCO)c1 (stereo not given)	2	14	-1	-2	-0.7	0	2	-0.8	3
13	Cc1nonc1NC(=O)c1ccccc1Br	0	-1	-4	3	-2.0	0	4	-1.8	-5
14	Cc1ccc(OCC(=O)Nc2sc3c(c2C#N)CCC3)cc1C	15	9	0	1	-3.9	-2	0	-0.9	-15
15	C#CCONC(=O)c1cc(OCC(F)(F)F)ccc1OCC(F)(F)F	0	10	2	5	-2.4	-3	2	-2.6	9
16	CC1=NN(C(=O)c2ccc(Cn3cc([N+](=O)[O-])cn3)cc2)C(O)(C(F)(F)F)C1 (stereo not given)	17	2	-1	6	-1.3	-6	9	-4.6	1

More entries:
nr	compound	NS3 helicase inh	SUMO HTRF inh	M18AAP inhibitor	IDE cell inh	VIM-2 inhibitor	DNA FID counter	IDE act	IMP-1 inhibitor	pCIP destab
17	Oc1[nH]c2ccccc2c1N=Nc1c(F)c(F)c(Cl)c(F)c1F	9	16	2	4	-2.4	-1	0	-2.8	-11
18	Cn1c(Cl)cnc1C1CC(=O)c2cc(Cl)ccc2O1 (stereo not given)	-4	-22	23	2	-2.4	-8	12	-2.4	-13
19	COc1cc2cc(CN(Cc3cccnc3)C(=O)NCc3ccccc3)c(=O)[nH]c2cc1OC	-8	3	7	-2	3.2	-17	2	-3.9	-3
20	COc1cccc(NC(=O)c2sc3ncn(CC(=O)N4CCN(c5ccccn5)CC4)c(=O)c3c2C)c1	-16	8	4	-1	-1.7	-44	-1	-3.1	0
21	COc1ccccc1C(=O)Nc1ccc(C2=NNC(=O)CC2C)cc1 (stereo not given)	1	7	-17	2	-3.1	-28	1	0.0	-11
22	COc1ccc(NC(=S)N2CCN(c3ccccc3)CC2)c(OC)c1	-2	4	1	-1	-1.3	-13	7	-0.7	4
23	O=C1OC(/C=C/c2ccccc2)=NC/1=C/c1ccco1	12	28	6	-3	-3.6	-6	-2	-1.9	-8
24	Cc1ccc(N(C(=O)c2csnn2)C(C(=O)NC2CCCCC2)c2ccncc2)c(C)c1 (stereo not given)	-1	-2	-3	7	-3.5	-23	0	-3.6	4

Some of these compounds in order of formula weight, largest number first.
nr	compound	NS3 helicase inh	SUMO HTRF inh	M18AAP inhibitor	IDE cell inh	VIM-2 inhibitor	DNA FID counter	IDE act	IMP-1 inhibitor	pCIP destab
20	COc1cccc(NC(=O)c2sc3ncn(CC(=O)N4CCN(c5ccccn5)CC4)c(=O)c3c2C)c1	-16	8	4	-1	-1.7	-44	-1	-3.1	0
2	COc1ccc(CNC(=O)COc2cc3c(c4oc(=O)cc(C)c24)CCC(C)(C)O3)cc1OC	-22	6	4	-2	-1.6	-43	3	-3.0	-13
12	COc1cccc(CN2CCN(Cc3nc(-c4cccs4)oc3C)CC2CCO)c1 (stereo not given)	2	14	-1	-2	-0.7	0	2	-0.8	3
7	Cc1cccc(NC(=O)c2ccc(F)c(S(=O)(=O)NCc3ccco3)c2)c1	15	-8	18	1	-4.2	-32	1	-1.2	-10
17	Oc1[nH]c2ccccc2c1N=Nc1c(F)c(F)c(Cl)c(F)c1F	9	16	2	4	-2.4	-1	0	-2.8	-11
5	Cc1ccc(C(=O)NC2(C(F)(F)F)N=C3SCCN3C2=O)cc1 (stereo not given)	-2	8	2	2	-3.8	-7	4	1.1	-11
21	COc1ccccc1C(=O)Nc1ccc(C2=NNC(=O)CC2C)cc1 (stereo not given)	1	7	-17	2	-3.1	-28	1	0.0	-11
18	Cn1c(Cl)cnc1C1CC(=O)c2cc(Cl)ccc2O1 (stereo not given)	-4	-22	23	2	-2.4	-8	12	-2.4	-13
23	O=C1OC(/C=C/c2ccccc2)=NC/1=C/c1ccco1	12	28	6	-3	-3.6	-6	-2	-1.9	-8

Reformatted screen by screen: 2 of the compounds above
[6] CC(=O)NC1C(=O)N=C(SCc2ccccc2)NC1=O (stereo not given)
[8] CC(=O)/C(=N/Nc1ccccc1)N1CCOCC1
entry no. | 6 | 8
NS3 helicase inh | -13 | 2
SUMO HTRF inh | 7 | 6
M18AAP inhibitor | 9 | 4
IDE cell inh | -3 | 0
VIM-2 inhibitor | 1.2 | 0.8
DNA FID counter | 0 | 2
IDE act | 4 | -6
IMP-1 inhibitor | -1.5 | -1.8
pCIP destab | -8 | -6

Remaining list, next part.
nr	compound	NS3 helicase inh	SUMO HTRF inh	M18AAP inhibitor	IDE cell inh	VIM-2 inhibitor	DNA FID counter	IDE act	IMP-1 inhibitor	pCIP destab
25	CC1CCCCC1NC(=O)COC(=O)COc1ccccc1Cl (stereo not given)	-7	13	-10	13	-1.5	-10	0	-3.2	-30
26	COc1ccc(/C=C/C(=O)OCC(=O)NCc2ccco2)cc1OC	0	11	4	5	-1.0	-12	2	-3.0	1
27	O=C(c1ccco1)N1CCN(S(=O)(=O)Cc2ccc(Cl)cc2)CC1	-4	2	-7	1	1.6	-11	-1	-3.7	14
28	CCOC(=O)c1[nH]c2ccccc2c1NC(=O)CCN1CC(C)OC(C)C1 (stereo not given)	1	23	-3	7	-2.3	-7	5	-2.8	-10
